Screens from PubChem.
DNMT1 block: human DNMT1 methyltransferase inhibitors, primary screen, biochemical, molecular beacon, fluorescence, HinP1I cleavage, uHTS. 360,000 tested, 0.83% active. inhibition (reported as % activation of signal), % at 10 µM. DNA (cytosine-5)-methyltransferase 1 (Homo sapiens), P26358; in the data active means inhibition above about 50%
MsrA act: bovine MsrA enzyme activators, primary screen, biochemical, absorbance, HTS | AID 602163, 2012 | purified bovine MsrA, absorbance read-out | Methionine sulfoxide reductase A (Bos taurus) | 360,000 tested, 0.3% active | activation, % at 10.6 µM; in the data active means activation above about 7.5%;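 further: 0% = vehicle and 100% = reference activator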
MsrA inhibitor: bovine MsrA enzyme inhibitors, primary screen, biochemical, absorbance, HTS | purified bovine MsrA, absorbance read-out | inhibition, % at 15.5 µM | 360,000 tested, 0.75% active | AID 651718, 2012; in the data active means inhibition above about 4.5%;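 further: 0% = vehicle wells with enzyme and 100% = reference inhibitor wells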
Scp1 inh: Scp-1 phosphatase inhibitors, primary screen, biochemical, colorimetric, uHTS; Carboxy-terminal domain RNA polymerase II polypeptide A small phosphatase 1 (Homo …; Recombinant Scp1, phosphopeptide, malachite green phosphate absorbance; inhibition, % at 20 µM; 340,000 tested, 0.88% active; AID 493091, 2011;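 active means inhibition above about 50% at 20 µM, limit read from the data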;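 further: plate controls were DMSO wells with enzyme for no effect and wells lacking enzyme for full effect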
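assay system = SCP-1 phosphatase catalytic domain, residues 76-261 | buffer or medium = 50 mM Tris acetate pH 5.5, 0.005% Tween-20, 10 mM MgCl2 | incubation = enzyme reaction 45 min at room temperature, colour 5 min, stabilisation 30 min | signal = Phosphate-binding colour reagent, absorbance read at 630 nm | measure = % inhibition at 20 µM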
SUMO1 PPI mod: modulators of SUMO1 protein-protein interactions, primary screen, biochemical, uHTS | SUMO1 binding to a labelled peptide, TR-FRET, 1 h | inhibition, % at 20 µM | 360,000 tested, 0.33% active; in the data active means inhibition above about 37%
Target sequence (P63165 whole entry, looked up): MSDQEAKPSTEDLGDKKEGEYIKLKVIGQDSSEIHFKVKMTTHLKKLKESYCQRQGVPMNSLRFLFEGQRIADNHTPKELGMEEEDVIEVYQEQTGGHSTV
STEP block: STEP phosphatase inhibitors, primary screen, biochemical, fluorescence intensity, uHTS | inhibition, % at 20 µM | 360,000 tested, 0.25% active | AID 588621, 2011 | recombinant STEP, OMFP fluorogenic substrate;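 active means inhibition at 20 µM, scaled per plate between control wells, above about 37%, limit read from the data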;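 further: 0% = DMSO with enzyme and substrate and 100% = substrate only without enzyme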
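medium = Bis-Tris buffer pH 6.0, 2.5 mM DTT, 0.005% Tween 20 | test system = STEP (striatal-enriched tyrosine phosphatase) enzyme, cell-free | measure = normalized % inhibition | compound dosing = 20 µM, 1% DMSO | also added = 25 µM OMFP | schedule = reaction 20 min, ambient temperature | measured by = fluorescence read at 480 nm ex / 540 nm em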
eLon inh: inhibitors of E. coli Lon protease, primary screen, biochemical, fluorescence polarization; 360,000 tested, 0.42% active; P0A9M0; AID 602123, 2011; purified E. coli Lon protease; inhibition, % at 7.94 µM; in the data active means inhibition above about 13%, passing the limit was not always enough;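 further: 0% = enzyme with probe and DMSO and 100% = no enzyme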
Target sequence (P0A9M0 whole entry, looked up): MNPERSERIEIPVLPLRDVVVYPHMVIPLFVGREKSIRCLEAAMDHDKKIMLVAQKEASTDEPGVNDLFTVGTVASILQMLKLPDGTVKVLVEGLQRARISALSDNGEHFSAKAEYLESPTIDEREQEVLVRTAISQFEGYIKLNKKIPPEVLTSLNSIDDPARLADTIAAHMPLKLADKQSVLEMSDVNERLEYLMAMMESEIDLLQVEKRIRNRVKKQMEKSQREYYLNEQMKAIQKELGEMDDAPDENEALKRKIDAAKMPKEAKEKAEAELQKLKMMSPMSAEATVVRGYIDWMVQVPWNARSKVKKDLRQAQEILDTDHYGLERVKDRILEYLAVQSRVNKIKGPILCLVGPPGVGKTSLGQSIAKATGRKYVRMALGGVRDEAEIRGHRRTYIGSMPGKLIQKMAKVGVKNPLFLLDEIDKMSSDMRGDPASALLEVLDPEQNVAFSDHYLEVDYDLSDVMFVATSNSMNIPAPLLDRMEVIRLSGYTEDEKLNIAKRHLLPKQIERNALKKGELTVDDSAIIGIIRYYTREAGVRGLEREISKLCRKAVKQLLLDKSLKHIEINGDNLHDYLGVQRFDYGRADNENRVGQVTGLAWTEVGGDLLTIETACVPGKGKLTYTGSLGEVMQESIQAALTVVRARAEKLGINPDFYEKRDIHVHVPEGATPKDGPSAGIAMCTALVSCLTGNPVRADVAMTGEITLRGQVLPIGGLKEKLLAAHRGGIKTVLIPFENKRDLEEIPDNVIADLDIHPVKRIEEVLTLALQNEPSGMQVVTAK
LMPTP block: LMPTP phosphatase inhibitors, primary screen, biochemical, fluorescence intensity, uHTS | Low molecular weight phosphotyrosine protein phosphatase (Homo sapiens), P24666 | recombinant LMPTP-A, OMFP fluorogenic substrate | inhibition, % at 20 µM | 360,000 tested, 0.22% active;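 active means compounds that cut the enzyme signal by at least half of the control window in the single-dose screen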;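 further: plate controls were DMSO wells with enzyme plus substrate for no effect and substrate without enzyme for full effect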
Target sequence (P24666 whole entry, looked up): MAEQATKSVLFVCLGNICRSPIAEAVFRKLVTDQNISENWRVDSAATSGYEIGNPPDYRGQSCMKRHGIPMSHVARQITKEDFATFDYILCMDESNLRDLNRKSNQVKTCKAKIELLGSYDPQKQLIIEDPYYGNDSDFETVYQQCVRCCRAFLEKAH
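Test system – LMPTP-A phosphatase enzyme · Quantity – 0.625 nM LMPTP-A final · Reagent – OMFP substrate, 400 µM final · Dosing – one test concentration per compound, 20 µM, with 3% DMSO overall · Timing – 50 min enzyme reaction at room temperature, protected from light · Detection – fluorescence intensity · Controls – substrate-only low control, DMSO enzyme-plus-substrate high control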
Tb MetRS inh: T. brucei MetRS inhibitors, primary screen, biochemical, luminescence; purified T. brucei MetRS, ATP depletion, Kinase-Glo luminescence; 360,000 tested, 0.4% active; AID 624268, 2012; inhibition, % at 11.9 µM;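 active means inhibition above a per-plate cutoff of the control wells' mean inhibition plus 3 SD, cut at about 5.5% in these data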;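 further: 0% = DMSO wells median and 100% = median of wells with control inhibitor compound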
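Test system: purified T. brucei MetRS enzyme. Also added: ATP, methionine and E. coli bulk tRNA substrates. Compound: 11.9 µM single point. Schedule: 15 min enzyme-compound preincubation, 2 h reaction, 10 min detection, 25 °C. Signal: luciferase luminescence of residual ATP, Kinase-Glo. Evaluation: percent inhibition versus plate control medians. Controls: DMSO wells, low control.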
NRP1-CendR mod: modulators of CendR peptide binding to NRP-1, primary screen, biochemical, fluorescence polarization, uHTS | FAM-RPARPAR peptide binding to NRP-1 | Neuropilin-1 (Homo sapiens), O14786 | 360,000 tested, 0.85% active | AID 602438, 2012 | inhibition, % at 25 µM;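 active means inhibition or corrected inhibition above about 18%, plus a signal ratio from 0.5 to 1.5, limit read from the data, passing the limit was not always enough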; further: strong numbers were not always called active
* = called active by the depositor; x = no result given.

#	Structure	DNMT1 block	MsrA act	MsrA inhibitor	Scp1 inh	SUMO1 PPI mod
1	COc1ccc(CN2C(=O)C(CC(=O)NCC3CCCCC3)CC(C(=O)N(C)C)=C2C)cc1 (centres undefined)	1	-2	-1.2	x	5
2	FC(F)(F)c1nnc2ccc(NCc3ccccc3)nn12	-4	-12	-0.2	3	0
3	Cc1cn([C@H](C(=O)NCCCCCCCCCCC(=O)N2CCN(C(=O)OC(C)(C)C)CC2)[C@@H](C)O)nn1	4	-3	1.3	0	7
4	C=Cc1cnc([N+](=O)[O-])n1C	-11	-3	3.2	x	-9
5	O=C1NC(c2ccccc2Cl)Nc2ccccc21 (centres undefined)	-1	2	0.8	2	0
6	Cc1cccc(NC(=O)C2CC(=O)N(c3ccc4c(c3)OCCO4)C2)n1 (centres undefined)	7	-2	-1.2	-6	-1
7	COc1ccc(NC(=O)Nc2cccc3c2O[C@H](CN(C)S(=O)(=O)c2cccs2)[C@@H](C)CN([C@H](C)CO)C3=O)cc1	1	-1	-0.6	-5	0
8	CCOC(=O)c1c[nH]c2c([N+](=O)[O-])cc(OC)cc2c1=O	-2	-2	0.4	-10	-25
9	Cc1nc2c(C(F)(F)F)cccc2c2c1CCS2	4	-10	2.9	4	0
10	CCOC(=O)c1cc(CC)sc1N1C(=O)CC(Sc2ccccc2C(=O)O)C1=O (centres undefined)	0	-4	2.0	-2	8
11	COC(=O)Cc1c(C)c2c(OCc3nn[nH]n3)cc(C)cc2oc1=O	1	2	0.9	0	-1
12	CCOc1ccccc1NC(=O)C(NCCc1ccc(OC)cc1)c1ccccc1 (centres undefined)	0	-2	0.8	7	-6

#	STEP block	eLon inh	LMPTP block	Tb MetRS inh	NRP1-CendR mod
1	-2	-2	-1.2	-0.7	0
2	-3	4	-0.9	-0.6	-1
3	0	-15	-1.2	-0.4	17
4	3	-5	-0.1	-0.1	-10
5	1	-2	1.3	0.5	4
6	0	6	-2.4	-0.1	-15
7	2	1	-0.5	-0.1	-4
8	2	0	-2.3	0.1	-1
9	0	8	0.3	-1.5	12
10	1	-1	-0.3	0.1	-7
11	-2	-1	-0.8	-0.7	-4
12	1	-7	2.6	-0.3	2

More compounds follow.
#	Structure	DNMT1 block	MsrA act	MsrA inhibitor	Scp1 inh	SUMO1 PPI mod
13	C/C(=N\NC(=O)c1ccccc1[N+](=O)[O-])c1c(O)cc(C)oc1=O	23	-1	0.5	-8	-4
14	CCOC(=O)CSc1nnc(C)n1N	2	-6	-1.0	-9	-2
15	O=C(Nc1ncccc1Cl)C(Sc1ccccc1)c1ccccc1 (centres undefined)	-3	2	-0.1	-6	-3
16	C/C(=N/OCO/N=C(\C)c1ccccc1F)c1ccccc1F	0	-1	-1.2	-16	-2
17	O=S(=O)(c1ccc2c(c1)OCCCO2)N1CCNCC1	-1	3	-0.2	3	1
18	Cc1ccc(S(=O)(=O)N(Cc2ccc(Cl)cc2)c2ccccc2C(=O)NCc2ccco2)cc1	-4	-8	0.4	-8	-1
19	COC(=O)c1cc(Br)ccc1NC(=O)CCNC(=O)c1ccco1	1	-3	0.4	-3	5
20	C[C@H](CO)N1C[C@H](C)[C@@H](CN(C)C(=O)c2cc(-c3ccccc3)on2)OCc2cn(nn2)CCCC1=O	-1	-4	0.0	x	2
21	COc1ccc(/C=N/n2c(-c3n[nH]c4c3CCC4)n[nH]c2=S)cc1	-2	-1	-0.5	-1	0
22	O=C(NC(c1ccccc1)c1ccc2ccccc2n1)C1CCN(Cc2cccc(C(F)(F)F)c2)CC1 (centres undefined)	-7	-2	-1.6	x	0
23	Cc1c(NC(=O)CSc2nc3ccccc3s2)c(=O)n(-c2ccccc2)n1C	1	-3	-0.1	0	3
24	CCOc1ccc2ccccc2c1C1NC(=O)NC(C)=C1C(=O)OCCOC (centres undefined)	-6	-1	0.6	-7	-6

#	STEP block	eLon inh	LMPTP block	Tb MetRS inh	NRP1-CendR mod
13	0	2	0.6	-0.2	4
14	0	-2	-1.1	0.6	5
15	-2	2	1.0	0.6	5
16	0	6	1.7	0.0	-3
17	1	-5	-3.1	-0.2	1
18	2	0	4.6	-0.9	6
19	2	3	0.8	0.5	-1
20	1	-8	-1.2	-0.6	4
21	-1	-8	-1.3	-0.2	8
22	3	-1	0.8	-0.1	-7
23	-4	1	-1.4	-1.0	-1
24	-1	3	-0.3	-0.6	-7

Arranged by number of heavy atoms (smallest number first): some entries from above
#	Structure	DNMT1 block	MsrA act	MsrA inhibitor	Scp1 inh	SUMO1 PPI mod
14	CCOC(=O)CSc1nnc(C)n1N	2	-6	-1.0	-9	-2
17	O=S(=O)(c1ccc2c(c1)OCCCO2)N1CCNCC1	-1	3	-0.2	3	1
2	FC(F)(F)c1nnc2ccc(NCc3ccccc3)nn12	-4	-12	-0.2	3	0
16	C/C(=N/OCO/N=C(\C)c1ccccc1F)c1ccccc1F	0	-1	-1.2	-16	-2
15	O=C(Nc1ncccc1Cl)C(Sc1ccccc1)c1ccccc1 (centres undefined)	-3	2	-0.1	-6	-3
23	Cc1c(NC(=O)CSc2nc3ccccc3s2)c(=O)n(-c2ccccc2)n1C	1	-3	-0.1	0	3
12	CCOc1ccccc1NC(=O)C(NCCc1ccc(OC)cc1)c1ccccc1 (centres undefined)	0	-2	0.8	7	-6
1	COc1ccc(CN2C(=O)C(CC(=O)NCC3CCCCC3)CC(C(=O)N(C)C)=C2C)cc1 (centres undefined)	1	-2	-1.2	x	5

#	STEP block	eLon inh	LMPTP block	Tb MetRS inh	NRP1-CendR mod
14	0	-2	-1.1	0.6	5
17	1	-5	-3.1	-0.2	1
2	-3	4	-0.9	-0.6	-1
16	0	6	1.7	0.0	-3
15	-2	2	1.0	0.6	5
23	-4	1	-1.4	-1.0	-1
12	1	-7	2.6	-0.3	2
1	-2	-2	-1.2	-0.7	0

Continuation:
#	Structure	DNMT1 block	MsrA act	MsrA inhibitor	Scp1 inh	SUMO1 PPI mod
25	O=S1(=O)CCOC[C@H](CC2CCCCC2)N1Cc1ccccc1	-1	-1	0.5	-6	4
26	CCC(=O)Nc1nc2c(OC)ccc(OC)c2s1	-1	-3	0.6	-5	3
27	Cc1cccc(C(=O)OC(C)CN2CCN(C)CC2)c1 (centres undefined)	3	-3	0.3	-10	0
28	CC1=NCCN1S(=O)(=O)c1ccc(Br)c(C)c1	3	2	-1.2	-6	0
29	CC1CCCCC1NC(=O)c1ccc2c(c1)[nH]c(=O)n2C1CCCC1 (centres undefined)	2	-5	0.6	0	0
30	CCc1nnc2c(NCCc3ccccc3)nc3ccccc3n12	3	-3	-1.0	-10	21
31	CS(=O)(=O)N1CCN(c2ccc([N+](=O)[O-])cc2F)CC1	1	-5	2.0	1	-21
32	CCOC(=O)c1cc(-c2ccc(N)cc2)sc1N	-34	0	1.0	-2	-10
33	O=C(CSc1nnc(CNc2ccccc2)o1)c1ccc2c(c1)OCCO2	-5	-3	0.8	-6	-2
34	O=c1[nH]c2c(c(=O)n1-c1ccccc1)CCO2	4	-9	0.2	1	-8
35	Nc1cc2c(cc1C(=O)c1ccccc1F)OCCO2	-2	-5	-0.9	-2	-12
36	Cc1ccc(OCc2cc(C(=O)N(C)CCc3nc4ccccc4[nH]3)no2)cc1C	-5	-7	-0.9	2	0

#	STEP block	eLon inh	LMPTP block	Tb MetRS inh	NRP1-CendR mod
25	1	-9	3.0	-0.2	3
26	1	-10	1.1	-0.1	-13
27	-2	-8	-2.6	-0.1	-10
28	-3	-1	-2.1	0.4	3
29	2	-16	-1.0	-0.4	1
30	0	-2	3.0	-0.3	-2
31	0	5	-0.7	-0.2	5
32	-3	-5	1.4	-0.2	-9
33	2	-2	0.9	-0.1	-1
34	-2	-13	-0.1	-0.6	4
35	0	3	1.0	-0.2	-10
36	-2	-3	1.4	0.6	4

Continued.
#	Structure	DNMT1 block	MsrA act	MsrA inhibitor	Scp1 inh	SUMO1 PPI mod
37	Cc1ccc2nc(/C(C#N)=C/c3cn[nH]c3-c3ccc(F)cc3)[nH]c2c1	-6	-3	1.0	6	-8
38	COc1ccc(-c2oc3ccc(-c4cc(OC)c(OC)c(OC)c4)cc3c2C#Cc2ccsc2)cc1	0	-3	0.3	-17	2
39	O=C(NC1CC1)c1cccc(NC(=O)c2cn3ccccc3n2)c1	2	-9	0.3	18	0
40	COc1ccc(C(=O)NN2C(=O)C3C4C=CC(O4)C3C2=O)cc1 (centres undefined)	-1	-4	1.0	-5	-3
41	CN1CCc2c(sc3nc(NN)n(-c4ccc(Cl)cc4)c(=O)c23)C1	-2	-12	x	-11	-4
42	CC(C)c1ccccc1NS(=O)(=O)c1cccs1	0	-1	-0.6	-5	1
43	CC(C)C[C@H]1CN([C@@H](CC(C)C)CN2CCCC2CN2C(=S)NC[C@@H]2Cc2ccccc2)C(=S)N1CC1CCCCC1 (some centres undefined)	x	-2	-0.3	x	-8
44	COc1ccc(-c2cccc3c2NC(=O)C3=O)cc1OC	2	-2	0.1	-6	-20
45	O=C(Cc1c(Cl)cccc1Cl)N/N=C/c1cccnc1	2	-3	1.1	-5	-1
46	CCCc1cc(NCCN(C)C)n2c(nc3ccccc32)c1C#N	-3	-2	1.4	-2	-4
47	Cc1ccc(NC(=O)CSc2ncccc2C(=O)Oc2cccc([N+](=O)[O-])c2)cc1Cl	53*	-2	-1.1	41	6

#	STEP block	eLon inh	LMPTP block	Tb MetRS inh	NRP1-CendR mod
37	3	-5	4.5	24*	-38
38	1	-5	1.7	-0.5	7
39	-1	5	-0.4	-0.6	4
40	-1	-5	-0.5	-0.5	19
41	-2	-10	21	-1.6	-60
42	-3	-4	-0.2	-0.5	17
43	x	2	2.7	-0.8	-12
44	1	-4	-1.5	-0.5	-4
45	-3	8	0.0	-0.3	16
46	2	-8	0.5	-0.5	4
47	24	0	44	0.3	-10
